Screens: PubChem BioAssay, several laboratories
Insulin prom up: MIN6 insulin promoter up-regulation; z-score at 5 µM; AID 1625; 0.3% of 190,000 active; MIN6 insulin promoter-GFP reporter, high-content imaging; active compounds read high;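 active = z-score above 3 at 5 µM with at least 500 cells counted in the well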
bCat nuc transl: alters nuclear translocation of beta-catenin in HeLa cells; 0.3% of 190,000 active; nuclear translocation activity, % at 5 µM; AID 1665; immunofluorescence imaging;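 active = nuclear translocation activity above 50% at 5 µM, with a well cell count of 50 or more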;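 also: per-cell ratio of nuclear to cytoplasmic median beta-catenin stain intensity; plate controls were DMSO negative control for no effect and GSK-3 inhibitor IX positive control for full effect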
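Signal – beta-catenin immunofluorescence imaging with DAPI · Test system – human HeLa cell line · Dosing – 5 µM primary single dose, 0.1% DMSO, 0.02–20 µM confirmation series · Measure – % activation, nuclear-to-cytoplasmic median beta-catenin signal ratio per cell · Incubation – 24 h compound exposure at 37°C, 5% CO2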
Dynein transport: blocks dynein driven cargo transport along microtubules; 3617.4 mouse cells, GR-EGFP nuclear translocation imaging; test concentration mostly 20 µM; stimulated with dexamethasone, 1 µM; active compounds read low; z-score, hits read low; 0.47% of 220,000 active;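 active = plate z-score of nuclear minus cytoplasmic receptor signal below a set negative limit, without overly bright fluorescence or cell loss, cut at about -3.5 in these data, passing the limit was not always enough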;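 also: z-score of nuclear minus cytoplasmic ring GR-EGFP intensity difference per well; some compounds called inactive have numbers as strong as hits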
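Also added – dexamethasone, 1.0 µM final · Buffer or medium – tet-free, stripped-serum medium · Schedule – induction 48 h, compound 1 h, agonist 30 min · Detection – formaldehyde fixation, Hoechst nuclear stain, 10x automated fluorescence imaging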
PMI inhibition: MPI inhibition at elevated mannose 6-phosphate – biochemical, fluorescence intensity, high mannose 6-phosphate, primary screen (AID 1220); recombinant PMI enzyme, coupled fluorescence intensity; higher % means a stronger effect; 0.66% of 190,000 active; inhibition, % at 20 µM, or IC50 in µM where a hit was titrated
Autophagy mod: modulators of autophagy; MEF GFP-LC3 puncta imaging; test concentration mostly 10 µM; calls only at 10 µM (by protocol); 0.98% of 190,000 active; AID 463193;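 active = percentage of spot-positive cells more than 3 SD above its plate mean, without a fluorescence outlier flag or 80% toxicity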;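 also: spot-positive cell cutoff set from DMSO-treated cells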
WT yeast gro inh: growth inhibition of WT yeast, mitochondrial fusion screen. AID 1362. 2.1% of 190,000 active. inhibition, % at 10 µM. mitochondrial fusion phenotypic screen, WT strain; in the data active = inhibition above about 58%; tested in S. cerevisiae
PMI inhibitors: inhibitors of human PMI, primary screen, biochemical, fluorescence intensity, coupled assay (AID 1209). purified PMI enzyme, coupled fluorescence intensity; higher % means a stronger effect. 0.42% of 190,000 active. inhibition, % at 20 µM; hits with a dose series show IC50 in µM;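 also: plate controls were DMSO vehicle for no effect and wells lacking substrate for full effect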
MT stabilize HCS: microtubule stabilization, imaging screen. HeLa tubulin immunostaining HCS, 24 h; share of cells brighter than vehicle mean+2SD. % tubulin-high responders, % at 10 µM. 0.83% of 200,000 active. AID 2205;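 active = plate Z-score above 3 for both tubulin-high and condensed-nucleus cell shares, with cell loss under 80%, at 10 µM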;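 also: anti alpha tubulin signal scored within the nucleus-defined area of each cell; some results filed as inactive read as strong as hits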
Yfh1-depleted yeast: enhancers of respiration in Yfh1-depleted yeast, dose response, Friedreich's ataxia, plus single-dose screen (AID 1465); fold induction at 50 µM, or EC50 in µM where a hit was titrated; S. cerevisiae Yfh1-off respiration, WST-1 reduction, 72 h; higher fold induction means a stronger effect; 0.074% of 220,000 active;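 active = fold induction of absorbance versus untreated yeast above a set limit, then at least 30% activation at any dose in follow-up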;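 also: activators that raise dye reduction in frataxin-depleted yeast; strong numbers were not always called active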
WT yeast gro inh mutant strain: further read-out of WT yeast gro inh, marked with its call; inhibition, %; mitochondrial fusion phenotypic screen, mutant strain inhibition
Dynein transport cytoplasmic EGFP: recorded beside Dynein transport, whose call it bears; z-score; measured here: cytoplasmic GR-EGFP intensity; active compounds read high
Dynein transport nuclear GR-EGFP: further read-out of Dynein transport, marked with its call; z-score; measured here: nuclear GR-EGFP intensity;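 lower value marks the stronger effect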
Dynein transport cell count: recorded beside Dynein transport, whose call it bears; z-score; measured here: cell count per field
Insulin prom up cell count: also measured in Insulin prom up; calls as there; cell count; measured here: cytotoxicity, nuclei count;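 total cells summed across four imaged fields per well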
bCat nuc transl cell count 5 µM: recorded beside bCat nuc transl, whose call it bears; cell count; measured here: cell count, cytotoxicity flag
MT stabilize HCS Hoechst-high %: further read-out of MT stabilize HCS, marked with its call; % Hoechst-high responders; measured here: nuclear condensation Hoechst responders;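 share of cells brighter than vehicle mean plus two SD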
MT stabilize HCS cytotoxicity %: further read-out of MT stabilize HCS, marked with its call; toxicity, %; measured here: cytotoxicity by cell density;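 0% = mean cell density of plate MIN control wells and 100% = no cells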
Autophagy mod cell loss 18 h: further read-out of Autophagy mod, marked with its call; toxicity, %; measured here: cell loss, nuclei count;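 cell loss after 18 h compound exposure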
Active calls of the source: *; i = inactive; x = not tested or not shown; & = joins results of further samples. Rule as the data show it, unless noted: active = inhibition above about 50%; inactive = the rest.

SMILES	Insulin prom up	Insulin prom up cell count	bCat nuc transl	bCat nuc transl cell count 5 µM	Dynein transport	Dynein transport cytoplasmic EGFP	Dynein transport nuclear GR-EGFP	Dynein transport cell count	PMI inhibition	Autophagy mod	Autophagy mod cell loss 18 h	WT yeast gro inh	WT yeast gro inh mutant strain	PMI inhibitors	MT stabilize HCS	MT stabilize HCS Hoechst-high %	MT stabilize HCS cytotoxicity %	Yfh1-depleted yeast
Cc1oc(-c2ccc(Cl)cc2)[n+]([O-])c1C	0.2	1553	-0.7	1395	0.89	-0.0045	0.21	-0.23	2%	i	2	4	8	8%	1.9	1.4	4.9	i
Nn1c(SCC(=O)NCCC2=CCCCC2)nnc1C(F)(F)F	x	x	-4.6	1212	0.51	-0.27	0.93	0.35	2%	i	-16	7	-6	4%	1.8	1.3	4.4	i
O=C1CC(C(=O)Nc2ccc(Cl)cc2)S/C(=N\N=C\c2ccco2)N1 (stereo unspecified)	0.68	1040	0.8	1332	-0.31	-0.21	0.33	-0.17	x	x	x	x	x	x	x	x	x	i
CCc1ccc(NC(=O)CSCCN2C(=O)c3ccccc3C2=O)cc1	-0.22	1119	0.3	931	0.51	-0.23	0.4	0.47	-1%	i	-10	-5	1	10%	1.5	2.6	7.1	i
CCOC(=O)C1CCN(c2c(NCc3ccc(C(=O)Nc4ccc(C)cc4)cc3)c(=O)c2=O)CC1	0.92	1148	0.2	1314	1.3	0.22	1	-1.8	x	x	x	x	x	x	x	x	x	i
O=C(COC(=O)c1ccc(=O)n(Cc2ccccc2)n1)Nc1ccc2c(c1)OCCO2	0.03	1104	-1.4	1117	-0.49	-0.079	-0.45	0.52	0%	i	4	9	8	9%	2.4	2.3	7.5	i
CCc1[nH]nc2c1C(c1ccc(Br)s1)C(C#N)=C(N)O2 (stereo unspecified)	-0.59	1286	x	x	-2.3	0.22	-0.55	0.33	16%	i	18	12	27	21%	4.2	1.5	6.9	i
Cc1cccc2cc(C#N)c(NCc3ccccc3)nc12	-0.62	1138	2.0	974	-0.37	-0.14	-0.17	1.1	0%	i	4	-4	-13	-16%	2.9	1.6	1.3	i
COCc1cc(C)nc(N/N=C/c2ccc(-c3cc(C(=O)O)ccc3Cl)o2)c1C#N	0.59	1689	-2.0	933	-0.34	-0.25	0.14	0.0026	-9%	i	11	-2	-5	-21%	2.2	1.7	5.0	i
CC(=O)N1c2ccccc2NC2=C(C(=O)CC(C)(C)C2)C1c1cccn1C (stereo unspecified)	0.14	1271	-1.3	880	-0.052	0.12	0.14	0.48	4%	i	-5	2	-2	-3%	2.5	1.7	5.4	i
CCN(CC)CCn1c2ccccc2c2nc3ccc([N+](=O)[O-])cc3cc21	-2.5	721	0.5	1084	0.44	-0.12	0.82	-0.24	x	x	x	x	x	x	x	x	x	i
O=C(Nc1ccc(-c2nc3ccccc3o2)cc1)c1ccc2c(c1)OCO2	1.2	1707	-0.1	1077	-0.84	-0.23	-0.069	0.74	11%	i	-3	3	-7	10%	6.5	3.0	23	i
O=C(COC(=O)C1CCN(S(=O)(=O)c2cccs2)CC1)Nc1ccc(F)cc1F	-0.17	1105	0.2	1311	2.9	-0.12	1.4	-2.6	x	x	x	x	x	x	x	x	x	i
CCn1c(CNc2ccc(C(=O)O)cc2)nc2ccccc21	1.7	1406	-0.5	1028	0.89	0.086	0.88	-0.2	17%	i	-13	-4	3	15%	1.9	1.2	7.3	i
N#C/C(=C/c1cn[nH]c1-c1cccc(Br)c1)C(=O)O	-0.08	1420	-2.2	1143	1.2	-0.23	0.18	0.23	x	x	x	x	x	x	x	x	x	i
N#Cc1c(N)oc(-c2ccc3c(c2)OCO3)c1-c1ccc2c(c1)OCO2	-0.92	1013	x	x	1.6	0.0043	1.1	-1.5	7%	i	-10	-12	7	8%	1.5	1.3	4.9	i
Cc1cc(CNC(=O)Nc2ccc3c(c2)OCO3)nn1C	0.77	1105	1.1	1064	-0.46	-0.23	-0.2	-0.033	0%	i	-5	19	-3	4%	1.3	1.0	4.6	i
Cc1ccsc1C1NC(=O)c2ccccc2N1 (stereo unspecified)	2	789	4.4	955	0.5	0.0033	0.21	-0.13	-11%	i	0	-8	-1	-17%	3.2	2.6	3.1	i
CCCCC(=O)NNC(=O)c1c(O)c2ccccc2[nH]c1=O	0.8	1477	-0.7	1343	0.32	-0.21	-0.089	-0.042	x	x	x	x	x	x	x	x	x	i
CC1(C)CC(=O)c2cnc(NC(=O)C3CCCC3)nc2C1	0.2	1206	2.1	1116	1.5	-0.066	1.1	-2.3	2%	i	7	5	-8	0%	4.0	3.0	5.7	i
O=C(NCC1CCCO1)/C(=C\c1ccco1)NC(=O)c1ccccc1 (stereo unspecified)	-0.91	1147	-0.4	1366	-0.099	-0.22	-0.34	0.3	-1%	i	-17	-1	15	-14%	3.4	2.4	3.8	i
CN(C)c1ccnc(Nc2ccccc2)c1C#N	-0.08	1439	1.5	1208	-1	-0.3	-0.42	0.89	-6%	i	7	3	-2	1%	6.1	2.5	4.8	i
O=C(CN(c1ccc(Cl)c(Cl)c1)S(=O)(=O)c1ccccc1)N1CCc2ccccc2C1	-0.38	1615	-0.6	1337	0.056	-0.18	-0.02	-1	10%	i	8	27	-10	13%	2.9	1.8	6.2	i
CCN(CC)C(=O)Oc1ccc2c(=O)c(-c3ccccc3)coc2c1	-1.6	1351	3.1	1356	0.15	-0.2	0.091	0.26	-5%	i	-7	3	22	3%	1.2	2.4	13	i
O=C(NC(=S)N1CCCc2ccccc21)c1ccco1	-0.6	1667	-1.4	1040	-0.44	-0.31	0.36	0.7	14%	i	3	14	22	21%	5.9	3.3	6.8	i
Remaining list, next part:
SMILES	Insulin prom up	Insulin prom up cell count	bCat nuc transl	bCat nuc transl cell count 5 µM	Dynein transport	Dynein transport cytoplasmic EGFP	Dynein transport nuclear GR-EGFP	Dynein transport cell count	PMI inhibition	Autophagy mod	Autophagy mod cell loss 18 h	WT yeast gro inh	WT yeast gro inh mutant strain	PMI inhibitors	MT stabilize HCS	MT stabilize HCS Hoechst-high %	MT stabilize HCS cytotoxicity %	Yfh1-depleted yeast
CCS(=O)(=O)N1CCN(C(=O)CC(C)C)CC1	0.7	1153	-2.5	1097	0.43	-0.29	0.76	-0.16	0%	i	-1	17	8	-3%	1.4	0.7	45	i
COc1cc(NC(=O)COC(=O)c2cc(S(=O)(=O)N3CCCCC3)ccc2Cl)c(C)cc1[N+](=O)[O-]	0.69	1277	-3.2	539	0.84	-0.083	0.1	-0.48	7%	i	11	-6	-32	9%	3.8	3.0	2.1	i
NNC(=O)CNC(c1ccccc1)c1cc(Br)ccc1NC(=O)c1ccccc1Br (stereo unspecified)	x	x	x	x	0.68	-0.21	-0.023	-0.31	7%	i	-28	8	12	5%	3.1	1.0	8.2	i
O=C(CN1CCN(S(=O)(=O)/C=C/c2ccccc2)CC1)Nc1ccccc1N1CCOCC1	-0.77	1100	0.7	1320	-1.2	-0.73	-0.46	0.56	x	x	x	x	x	x	x	x	x	i
COc1ccc([N+](=O)[O-])cc1NC(=O)c1cc(C)c(C)o1	-0.15	1414	2.3	1625	-0.48	-0.26	-0.23	0.54	-20%	i	8	-14	13	-24%	9.2	1.7	16	i
COc1ccc(OC)c(-c2oc3ccccc3c(=O)c2O)c1	x	x	x	x	-0.4	0.38	0.41	0.34	-8%	i	3	1	-3	-6%	3.2	1.7	25	i
COCCCn1nnnc1SCC(=O)N1CCCC1	-0.73	1518	0.1	1352	-0.4	-0.08	-0.84	-1.5	-4%	i	2	15	8	1%	3.3	2.0	2.0	i
O/N=C(\COc1ccccc1O)c1ccccc1	-2	1294	-3.0	980	-1.2	-0.17	-0.6	0.55	3%	i	11	9	-2	-2%	4.2	2.2	5.4	i
CN1CC2([N+](=O)[O-])CC=C(Oc3ccccc3)C([N+](=O)[O-])(C1)C2 (stereo unspecified)	1.6	1060	2.8	1205	1.2	0.28	0.77	0.1	7%	i	0	-7	-6	12%	3.5	2.5	4.2	i
CCc1ccccc1NC(=O)Cn1c(=O)n(-c2ccc(CC(=O)NCC3CCCO3)cc2)c(=O)c2ccccc21 (stereo unspecified)	-0.03	1329	2.1	1112	-0.42	-0.33	-0.39	0.41	-1%	i	9	-11	10	-1%	3.7	1.8	2.2	i
COC(=O)C1CCN(C(=O)C23CCC(C)(C(=O)O2)C3(C)C)CC1 (stereo unspecified)	x	x	x	x	-0.11	-0.15	-0.2	-0.35	-3%	i	-11	-5	13	-6%	2.7	2.4	4.2	i
CCC1CCCCN1Cc1cc(OC)c(O)c([N+](=O)[O-])c1 (stereo unspecified)	-0.02	1599	1.7	1432	0.42	0.27	1	0.25	14%	i	-36	18	7	2%	3.2	2.1	8.0	i
Cc1ccccc1CSc1nc2[nH]ncc2c(=O)[nH]1	-0.23	1655	-4.4	1070	-1.7	-0.37	-1	0.87	-8%	i	-8	-12	2	-6%	3.2	3.4	5.4	i
COC(=O)c1ccc(NC(=O)CCN2CCCCC2)cc1	2.2&0.01	917&1965	-4.0&3.2	790&1075	2.1&0.85	-0.14&-0.2	1.2&0.79	-0.58&-0.31	-1%&10%	i	22&-30	-4&-11	-15&0	2%&13%	1.8&4.4	1.8&2.0	7.0&6.0	i
CCN(CC)S(=O)(=O)c1cccc(-c2nnc(SCC(N)=O)n2CCc2ccccc2)c1	x	x	0.9	1232	-0.4	0.21	-0.77	0.11	-2%	i	-6	-15	-4	-2%	2.0	1.9	1.7	x
CCN(CC)CCOc1cc2c(nn1)Oc1ccccc1N2C	x	x	-4.4	1055	3.6	-0.024	3.5	-3.2	-7%	i	49	-1	13	-6%	5.3	2.1	8.2	i
O=C(CCl)N(C/C=C/c1ccccc1)c1ccc2c(c1)OCCO2	1.2	716	1.1	1118	-4*	1*	-2.2*	-0.74*	44%	i	30	-26	-5	7%	5.7	3.1	5.0	i

Not a hit list; about 5% have a hit in one of these screens.
